p53 reactivation: qHTS assay for re-activators of p53 using a Luc reporter. H1299 p53-A138V BP100-luciferase reporter, luminescence, 24 h. Potency, µM (doses to about 92.2 µM), without a hit: at the top dose activity change, positive = activation, hits mostly activators. 320,000 tested, 0.063% active. AID 504706, 2011; note: potency is the fitted concentration of half-maximal effect; % of control where 0% means no effect; nearly all actives have a fitted effect of over 45% in size
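p53-null H1299 cells stably carrying temperature-sensitive p53-A138V and a BP100-luciferase reporter were pinned with compounds (4-point, 1:5 series) and held 24 hrs at 37 deg C. Luminescence was read 10 min after detection reagent.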
FLuc counter: qHTS profiling assay for firefly luciferase inhibitor/activator using purifed enzyme and Km concentrations of substrates (counterscreen for miR-21 project) | purified FLuc, Km substrates, luminescence inhibition | Potency, µM (doses to about 57.5 µM), inactives show top-dose activity change, negative = inhibition, actives largely listed as inhibitors | Luciferin 4-monooxygenase (Photinus pyralis), P08659 | 360,000 tested, 6.9% active | AID 588342, 2011;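 note: potency is the fitted concentration of half-maximal effect; plate controls were vehicle for no effect and reference inhibitor for full effect; nearly all actives have a fitted effect of over 55% in size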
Target sequence (P08659 whole entry, looked up): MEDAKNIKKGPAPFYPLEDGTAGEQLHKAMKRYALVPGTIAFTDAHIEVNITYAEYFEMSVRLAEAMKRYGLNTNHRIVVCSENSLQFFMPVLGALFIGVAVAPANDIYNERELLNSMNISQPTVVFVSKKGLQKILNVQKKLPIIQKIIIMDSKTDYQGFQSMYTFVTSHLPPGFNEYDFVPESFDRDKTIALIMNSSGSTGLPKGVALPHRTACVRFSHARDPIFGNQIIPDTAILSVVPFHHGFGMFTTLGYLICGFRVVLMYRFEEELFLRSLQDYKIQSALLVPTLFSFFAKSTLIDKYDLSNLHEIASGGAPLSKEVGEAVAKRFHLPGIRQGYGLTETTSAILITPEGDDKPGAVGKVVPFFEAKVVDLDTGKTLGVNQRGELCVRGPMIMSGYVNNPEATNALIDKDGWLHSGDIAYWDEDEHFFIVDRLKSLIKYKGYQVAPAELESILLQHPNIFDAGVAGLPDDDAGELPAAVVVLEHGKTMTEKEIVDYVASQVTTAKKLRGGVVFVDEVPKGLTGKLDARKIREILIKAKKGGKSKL
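Biochemical qHTS of compounds, final roughly 60 µM downward over six points, against 10 nM purified firefly luciferase using Km concentrations of substrates (10 uM D-luciferin, 10 uM ATP) in Tris acetate pH 7.5 buffer; luminescence output.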
RORg inh: qHTS for inhibitors of ROR gamma transcriptional activity | Nuclear receptor ROR-gamma (Mus musculus), P51450 | Drosophila S2 Gal4-RORgamma UAS-luciferase reporter, 20 h | Potency, µM (doses to about 53.6 µM), for the others: at the highest dose activity change, negative = inhibition, hits mostly inhibitors | 310,000 tested, 5.4% active | AID 2551, 2010; note: potency is the fitted concentration of half-maximal effect; % is set by controls: 0 for no effect and ±100 for the full control effect; nearly all actives have a fitted effect of over 60% in size
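In this cell-based reporter format, copper sulfate (700 uM final) drives Gal4–ROR gamma fusion expression from a metallothionein promoter in Drosophila Schneider cells; compounds preincubated 1 hr, reporter read after 20 hr at ambient temperature.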
Tb PFK inh: qHTS Assay to Find Inhibitors of T. brucei phosphofructokinase. 330,000 tested, 0.17% active. Potency, µM (series often up to 57.5 µM), without a hit: at the top dose activity, negative = inhibition, hits mostly inhibitors. ATP-dependent 6-phosphofructokinase (Trypanosoma brucei brucei), O15648. T. brucei PFK, ADP-Glo luminescence;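 note: potency is the fitted concentration of half-maximal effect; 0% = uninhibited 1x PFK enzyme wells and -100% = no-enzyme wells; nearly all actives have a fitted effect of over 60% in size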
Target sequence (O15648 whole entry, looked up): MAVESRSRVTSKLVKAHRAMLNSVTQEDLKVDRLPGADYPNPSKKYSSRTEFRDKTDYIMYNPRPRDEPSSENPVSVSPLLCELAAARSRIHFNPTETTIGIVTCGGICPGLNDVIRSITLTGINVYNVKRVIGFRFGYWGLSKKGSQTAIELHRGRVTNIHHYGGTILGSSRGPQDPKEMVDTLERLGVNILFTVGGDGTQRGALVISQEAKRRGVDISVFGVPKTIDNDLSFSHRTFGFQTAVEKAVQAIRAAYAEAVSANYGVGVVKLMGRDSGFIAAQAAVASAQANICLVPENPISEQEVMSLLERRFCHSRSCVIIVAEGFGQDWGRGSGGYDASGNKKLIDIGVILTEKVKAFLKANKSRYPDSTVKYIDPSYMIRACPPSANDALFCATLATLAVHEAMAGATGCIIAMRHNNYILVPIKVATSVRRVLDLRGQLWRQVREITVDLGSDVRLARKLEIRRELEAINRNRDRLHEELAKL
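Compounds were pin-transferred as a titration series up to 57 uM into substrate buffer (0.5 mM F6P, 0.1 mM ATP, pH 8.0), then 1.25 nM PFK was added and reactions ran 45 min before ADP-Glo detection.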
Rab9 promoter act: qHTS Assay for Rab9 Promoter Activators. 320,000 tested, 2.8% active. AID 485297, 2010. Potency, µM (top dose mostly 9.22 µM), inactives show at the top dose activation, negative = inhibition, usual class: activators. Huh7 Rab9 promoter-luciferase reporter, luminescence, 24 h; note: potency is the fitted concentration of half-maximal effect; % of control where 0% means no effect; nearly all actives have a fitted effect of over 60% in size
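Using Huh7 cells stably transfected with Rab9 promoter–luciferase, compounds were incubated 24 h at 37 °C, 5% CO2; luciferase luminescence was read 10 min after reagent addition.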
ELG1 genotoxic: qHTS screen for small molecules that induce genotoxicity in human embryonic kidney (HEK293T) cells expressing luciferase-tagged ELG1; HEK293T ELG1-luciferase reporter, luminescence, 16 h; Potency, µM (titrated, usually from 46 µM), for inactives: at the top dose activity change, positive = activation, usual class: activators; 330,000 tested, 1.3% active; AID 504466, 2011; note: potency is the fitted concentration of half-maximal effect; % of control where 0% means no effect; nearly all actives have a fitted effect of over 60% in size
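Genotoxic stress is detected as increased luminescence from luciferase-tagged ELG1 in HEK293T cells, measured with ONE-Glo after a 16 hr treatment at 37 °C.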
BRCA1 expr up: qHTS Assay to Identify Small Molecule Activators of BRCA1 Expression; 380,000 tested, 1.1% active; MCF7-BRCA1-FFLuc reporter, luminescence, 48 h; response scale: scaled: vehicle 0%, 10 µM genistein 100%; Potency, µM (highest dose often 46.1 µM), without a hit: at the top dose activation, hits mostly activators; note: potency is the fitted concentration of half-maximal effect; nearly all actives have a fitted effect of over 80% in size; some results filed as inactive show a strong effect at the top dose
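Activators of BRCA1 expression were detected as increased firefly luciferase luminescence in engineered MCF7 cells after 48 h compound incubation. Signals were scaled to genistein 10 microM as full activation.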
TRPV1 agonist: HTS Assay for Compounds that Act as Agonists of the Vanilloid Receptor 1 | TRPV1-expressing cells, Fluo-8 calcium influx, agonist mode | activation, % at 8.33 µM | 320,000 tested, 0.19% active | AID 540275, 2011; in the data active = activation above about 80%; inconclusive = between about 30% and that limit; note: 0% is about no effect
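Fluo-8 calcium influx in TRPV1-expressing cells, kinetic read (ex 480/em 520 nm). Compound added and read 3 min for agonist activity, followed by capsaicin at EC20 final and 2 min further read for enhancement.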
VP16 counter: VP16 counterscreen qHTS for inhibitors of ROR gamma transcriptional activity | Drosophila S2 Gal4-VP16 UAS-luciferase, luminescence, 20 h | Potency, µM (series often up to 53.6 µM), inactives show at the top dose activity, negative = inhibition, hits mostly inhibitors | 310,000 tested, 3.5% active | AID 2546, 2010;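 note: Gal4-VP16 expression switched on by copper sulfate through the metallothionein promoter; potency is the fitted concentration of half-maximal effect; % is set by controls: 0 for no effect and ±100 for the full control effect; nearly all actives have a fitted effect of over 50% in size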
NPC1 prom act: qHTS Assay for NPC1 Promoter Activators; Huh7 NPC1 promoter luciferase reporter, 24 h; Potency, µM (highest dose often 9.22 µM), without a hit: top-dose activation, hits mostly activators; 320,000 tested, 2.4% active; AID 485313, 2010;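 note: potency is the fitted concentration of half-maximal effect; % of control where 0% means no effect; nearly all actives have a fitted effect of over 60% in size; reporter is driven by a mutant NPC1 promoter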
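Huh7 cells stably carrying NPC1 promoter–luciferase, plated in Opti-MEM with 10% FBS for 2 h, were exposed to compound in DMSO for 24 h at 37 °C; luciferase reagent was added for 10 min and luminescence read.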
ELG1 repair inh: qHTS screen for small molecules that inhibit ELG1-dependent DNA repair in human embryonic kidney (HEK293T) cells expressing luciferase-tagged ELG1 | HEK293T ELG1-luciferase reporter, luminescence, 16 h; DNA damage induced by 5-fluorouridine | 330,000 tested, 2.3% active | Potency, µM (top dose mostly 46.1 µM), inactives show at the top dose activity change, negative = inhibition, usual class: inhibitors; note: potency is the fitted concentration of half-maximal effect; % is set by controls: 0 for no effect and ±100 for the full control effect; nearly all actives have a fitted effect of over 55% in size
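5-Fluorouridine DNA damage + compound/DMSO, 2,000 cells/well, 16 h, 37 °C/5% CO2. ONE-Glo, 30 min RT, luminescence. Readout = decrease in reporter signal.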
Starred values were filed as active, the others as inactive; ? = inconclusive; . = not tested or not shown; [ ] = another dose, or the depositor's remark. Unless noted, calls come from the whole dose curve; as a rule, active = well fitted curve in the direction sought with a large enough effect; inconclusive = small, poorly fitted or top-dose-only effect, or another doubt; inactive = no such curve, though single readings can be large; an effect the other way counts as inactive or inconclusive.

no.	Molecule	p53 reactivation	FLuc counter	RORg inh	Tb PFK inh	Rab9 promoter act	ELG1 genotoxic
1	COC(=O)c1cc(OC)c(OC)cc1NC(=O)c1cccnc1	0%	6%	16%	-4%	-7%	2%
2	CCOc1ccccc1CN1CCN(Cc2ccon2)CC1CCO (centres undefined)	-4%	0%	7%	-4%	-3%	-3%
3	O=C1CC(C(=O)N2CCN(Cc3ccccc3)CC2)CN1Cc1ccccc1 (centres undefined)	0%	-2%	.	4%	4%	1%
4	CSc1ccccc1C(=O)C1CCCN(C(=O)c2cncs2)C1 (centres undefined)	13%	1%	17%	-1%	4%	0%
5	Cc1csc(NC(=O)CSc2nnc(CCNC(=O)c3ccc(Cl)c(Cl)c3)n2C)n1	-2%	2%	13%	2%	-4%	-4%
6	CC1=NN(c2ccc(Cl)cc2)C(=O)C1C(c1ccccc1O)c1c(C)[nH]n(-c2ccc(Cl)cc2)c1=O (centres undefined)	25%	-16%	?	-14%	-4%	1%
7	COc1ccc(Br)cc1-c1nc2c(c(=O)[nH]c(=O)n2Cc2ccccc2)n1C	-1%	0%	-10%	0%	-4%	3%
8	O=C(CN1CCCCCC1)Nc1ccc(Cl)cn1	19%	-13%	2%	-1%	-1%	3%
9	O=C(CN(CCc1ccccc1)C(=O)CNS(=O)(=O)c1ccccc1)NCC1CCCO1 (centres undefined)	4%	1%	?	-3%	-9%	3%
10	Cc1cc(C2(O)C(=O)Nc3ccccc32)ccc1F (centres undefined)	-3%	3%	14%	-5%	-6%[1.84 µM]	-2%

no.	BRCA1 expr up	TRPV1 agonist	VP16 counter	NPC1 prom act	ELG1 repair inh
1	.	0	-15%	-2%	-5%
2	16%	3	2%	2%	-4%
3	-19%	15	.	1%	18%
4	0%	-1	1%	-5%	18%
5	-2%	0	-1%	-4%	-15%
6	-49%	3	?	-4%	-19%
7	-38%	3	?	-1%	1%
8	17%	10	6%	7%	9%
9	-1%	0	-23%	1%	3%
10	6%	0	4%	-12%	-1%

Further structures follow:
no.	Molecule	p53 reactivation	FLuc counter	RORg inh	Tb PFK inh	Rab9 promoter act	ELG1 genotoxic
11	Cc1ccc(-n2c(=O)[nH]c3cc(C(=O)NC4CCN(Cc5ccccc5)CC4)ccc3c2=O)cc1	16%	1%	0%	-2%	-1%	2%
12	C/C(=N\NC(=S)NCc1ccccc1)c1ccc(C)o1	14%	-20%	2.2µM*	-2%	10%	2%
13	CCOC(=O)C1CCCN(c2c(N3CCN(C4CCCCC4)CC3)c(=O)c2=O)C1 (centres undefined)	4%	0%	10%	0%	-3%	3%
14	c1csc(-c2noc(CN3CCOCC3)n2)c1	1%	-17%	-3%	-1%	27%	17%
15	O=C(COc1ccc(-c2nnco2)cc1)N1CCN(S(=O)(=O)c2ccccc2)CC1	9%	4%	32%	-1%	0%	0%
16	Cc1ccc(Oc2nc3ccccc3n3c(C)nnc23)cc1	12%	-10%	-40%	2%	-5%	4%
17	c1ccc(-n2nnnc2NCCc2c[nH]c3ccccc23)cc1	0%	3%	2%[10 µM]	-2%	-12%	-1%
18	Cc1ccc(C)c(OCCC(=O)OCC(=O)Nc2ccc(C)c(S(=O)(=O)N3CCCCC3)c2)c1	-2%	5%	.	7%	-5%	?
19	CCC(=O)Nc1nnc(SCC(=O)c2ccc3c(c2)Cc2ccccc2-3)s1	0%	-4%	2%	1%	0%	0%
20	CCN(CC)CC(=O)N1c2ccccc2Oc2c(c(=O)n(C)c(=O)n2C)C1c1cccc([N+](=O)[O-])c1 (centres undefined)	2%	-1%	21%	-2%	-7%	0%

no.	BRCA1 expr up	TRPV1 agonist	VP16 counter	NPC1 prom act	ELG1 repair inh
11	-13%	-2	4%	-1%	9%
12	8%	1	7.1µM*	10%	15%
13	0%	1	0%	-1%	0%
14	90%	5	-16%	28%	?
15	8%	2	-2%	1%	-18%
16	-30%	-3	-2%	7%	?
17	-38%	21	5%	4%	-22%
18	-4%	4	.	-6%	5%
19	9%	-2	-4%	-2%	34%
20	-23%	-1	-1%	6%	0%

Part of the list above in order of SMILES length, high to low.
no.	Molecule	p53 reactivation	FLuc counter	RORg inh	Tb PFK inh	Rab9 promoter act	ELG1 genotoxic
11	Cc1ccc(-n2c(=O)[nH]c3cc(C(=O)NC4CCN(Cc5ccccc5)CC4)ccc3c2=O)cc1	16%	1%	0%	-2%	-1%	2%
15	O=C(COc1ccc(-c2nnco2)cc1)N1CCN(S(=O)(=O)c2ccccc2)CC1	9%	4%	32%	-1%	0%	0%
19	CCC(=O)Nc1nnc(SCC(=O)c2ccc3c(c2)Cc2ccccc2-3)s1	0%	-4%	2%	1%	0%	0%
17	c1ccc(-n2nnnc2NCCc2c[nH]c3ccccc23)cc1	0%	3%	2%[10 µM]	-2%	-12%	-1%
14	c1csc(-c2noc(CN3CCOCC3)n2)c1	1%	-17%	-3%	-1%	27%	17%

no.	BRCA1 expr up	TRPV1 agonist	VP16 counter	NPC1 prom act	ELG1 repair inh
11	-13%	-2	4%	-1%	9%
15	8%	2	-2%	1%	-18%
19	9%	-2	-4%	-2%	34%
17	-38%	21	5%	4%	-22%
14	90%	5	-16%	28%	?

(more compounds)
no.	Molecule	p53 reactivation	FLuc counter	RORg inh	Tb PFK inh	Rab9 promoter act	ELG1 genotoxic
21	Cc1cc(C)cc(-n2nnc(C(=O)NCc3ccc4c(c3)OCO4)c2N)c1	-1%	1%	?	0%	0%	-1%
22	CCN(CC)CCCN(Cc1cc2cc3c(cc2[nH]c1=O)OCCO3)C(=O)Nc1ccccc1	1%	-3%	11%	-2%	4%	0%
23	S=C(Nc1ccc(Br)cc1Cl)NC1CCN(Cc2ccccc2)CC1	-1%	1%	10µM*	6%	-5%	-9%
24	O=C(CCNS(=O)(=O)c1cccc2nsnc12)NCCc1ccccc1	1%	1%	8%	-1%	2%	-3%
25	C=CCSc1ncnc2sc(C)c(C)c12	-7%	3%	-17%	0%	-4%	-1%
26	CCCc1c(C(=O)N/N=C/c2ccccc2C(F)(F)F)nnn1-c1nonc1N	2%	0%	-8%	-2%	0%	1%
27	CC(C)c1nc(Cl)c(C#N)c2c1CSC(C)(C)C2	-21%	3%	33%	-3%	-1%	1%
28	O=C(O)c1ccc(CSc2nnc(-c3ccncc3)n2CC2CCCO2)cc1 (centres undefined)	-4%	3%[2.3 µM]	6%	-8%	-2%	0%
29	CN(CCCNC(=O)C1CCC(=O)N1Cc1ccc(F)cc1)c1ccccc1 (centres undefined)	-1%	-1%	15%	-1%	5%	0%
30	COc1cc2nc(N(CCCN(C)C)C(=O)c3ccc(S(=O)(=O)N4CCc5ccccc54)cc3)sc2cc1OC	2%	1%	.	-1%	-3%	12%

no.	BRCA1 expr up	TRPV1 agonist	VP16 counter	NPC1 prom act	ELG1 repair inh
21	-31%	3	3%	-3%	-20%
22	-45%	0	11%	1%	15%
23	-37%	-8	?	-1%	?
24	-16%	-3	0%	3%	14%
25	-2%	-1	-8%	-2%	-4%
26	-2%	11	-29%	-6%	-2%
27	-2%	28	-8%	-3%	14%
28	-12%	0	-5%	1%	-1%
29	3%	.	5%	-1%	7%
30	5%	1	.	-3%	?

Screening data from PubChem BioAssay.
